# High-throughput results as filed in PubChem.
# HTR5A ag: activates human HTR5A in OPRM1-OPRD1 agonist counter-screen. 340,000 tested, 0.61% active. AID 504692. activation, % at 9.3 µM. HTR5A agonist assay, luminescence, cell-based. P47898; in the data active means activation mostly above about 9.5%, no sharp cut-off; inactive means mostly below about 7.6%;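 further: 0% = cells with vehicle only and 100% = reference agonist; strong numbers were not always called active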
# cardiac RTF act: cardiac RTF calcium sensitization; 340,000 tested, 0.24% active; P19429+P45379; IANBD-labeled TnC RTF fluorescence at EC20 calcium; 0% EC20 calcium, 100% full calcium; activation, % at 7.2 µM;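 active means activation above the mean over all tested compounds plus 3 SD, cut at about 30% in these data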;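 further: rise in fluorescence read as greater calcium sensitivity of cardiac thin filaments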
# SR-BI HDL uptake: mouse SR-BI HDL lipid transfer inhibition; inhibition, % at 12.5 µM; 320,000 tested, 0.96% active; AID 488896; ldlA[mSR-BI] CHO cells, DiI-HDL uptake fluorescence, 3 h;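 active means mean replicate inhibition of at least 70% and a set share of replicates each scoring 70 or more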;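 further: 0% = median of neutral control wells and 100% = median of positive control wells; values of inactives mirror those of a sister screen read the other way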
# Rtt109 HAT inh: C. albicans Rtt109 histone acetyltransferase inhibition; purified Rtt109/Vps75, ThioGlo CoA-SH fluorescence, 4 h; inhibition, % at 34.9 µM; 330,000 tested, 0.16% active; AID 540336;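 active means inhibition of at least 50% in every replicate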
# PvdQ inh: blocks Pseudomonas aeruginosa PvdQ acylase activity | inhibition, % at 10 µM | purified PvdQ acylase, fluorescence plate reader | 340,000 tested, 0.063% active; in the data active means inhibition above about 30%, passing the limit was not always enough;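 further: 0% = vehicle neutral wells and 100% = reference inhibitor wells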
# MITF act: activators of MITF-driven TRPM1 promoter activity in SK-MEL-5 cells | SK-MEL-5 TRPM1-promoter luciferase, 24 h; % of positive control, neutral wells = 0 | 300,000 tested, 0.75% active | activation, % at 12.5 µM | AID 588334;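 active means mean activation of at least 80% with every replicate also reaching 80%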;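 further: 0% = neutral control wells and 100% = parthenolide positive control wells; values of inactives mirror those of a sister screen read the other way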
# SR-BI uptake up: SR-BI HDL lipid transfer activation. CHO ldlA[mSR-BI] cells, DiI-HDL uptake fluorescence, 3 h; 100 = double the neutral-control signal. activation, % at 12.5 µM. 320,000 tested, 0.096% active. AID 504775;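 active means mean replicate activation of at least 60% and every replicate at or above 60%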;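 further: 0% = median plate neutral-control signal and 100% = twice that signal; values of inactives mirror those of a sister screen read the other way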
#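 material = CHO ldlA[mSR-BI] cells | medium = Ham's F12 with 0.5% BSA, HEPES 25 mM, pH 7.4 | reagent = fluorescent DiI-HDL, 10 µg/mL final | compound dosing = single-point compound dose | incubation = 3 h, 37 °C | measured by = bottom-read fluorescence, 550/595 nm | measure = HDL uptake via cellular fluorescence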
# Wnt act: activators of Wnt/beta-catenin signaling | activation, % at 9.35 µM | 300,000 tested, 1.2% active | Wnt/beta-catenin reporter cell assay, activator, plate reader; in the data active means activation above about 30%, passing the limit was not always enough;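 further: 0% = neutral control wells and 100% = positive control wells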
# dFosB act: activators of mouse delta FosB homodimer | P13346 | purified delta FosB, TAMRA-CDK5 oligo fluorescence polarization; percent of positive-control signal above neutral wells | activation, % at 25 µM | 340,000 tested, 0.99% active | AID 493131;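 active means mean activation above about 17%, with every replicate also reaching it, limit read from the data, passing the limit was not always enough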;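 further: fluorescence polarization rise as delta FosB binds a TAMRA Cdk5 AP-1 oligo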
# Target sequence (P13346 whole entry, looked up): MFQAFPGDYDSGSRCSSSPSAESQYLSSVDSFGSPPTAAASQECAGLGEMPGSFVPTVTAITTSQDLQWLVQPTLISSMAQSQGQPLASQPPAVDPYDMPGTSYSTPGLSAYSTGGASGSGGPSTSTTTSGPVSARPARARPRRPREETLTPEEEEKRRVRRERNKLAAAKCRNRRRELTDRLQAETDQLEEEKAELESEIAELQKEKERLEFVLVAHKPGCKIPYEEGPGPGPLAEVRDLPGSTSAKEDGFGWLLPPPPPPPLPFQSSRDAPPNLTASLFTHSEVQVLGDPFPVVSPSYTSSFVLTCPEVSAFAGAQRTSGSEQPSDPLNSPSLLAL
# CDK5 inh: inhibitors of human CDK5/p35 kinase; Q00535+Q15078; Recombinant CDK5/p35, ADP-Glo luminescence, 60 min; inhibition, % at 10 µM; 330,000 tested, 0.01% active; AID 488839;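 active means highest replicate inhibition of at least 50% and at least 75% of replicates reaching 50%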;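 further: plate controls were DMSO neutral control for no effect and GW8510 at 10 µM for full effect; many of its hits are not listed in these tables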
# Target sequence (Q00535 whole entry, looked up): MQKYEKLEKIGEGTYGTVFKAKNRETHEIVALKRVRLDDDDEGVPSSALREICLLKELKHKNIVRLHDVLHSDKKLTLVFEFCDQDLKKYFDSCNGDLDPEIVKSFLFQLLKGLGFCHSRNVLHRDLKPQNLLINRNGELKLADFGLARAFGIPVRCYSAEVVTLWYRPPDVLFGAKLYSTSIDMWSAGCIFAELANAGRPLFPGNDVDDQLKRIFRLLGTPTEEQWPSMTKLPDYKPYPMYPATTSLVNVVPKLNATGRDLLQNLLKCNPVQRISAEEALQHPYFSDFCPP
# Target sequence (Q15078 whole entry, looked up): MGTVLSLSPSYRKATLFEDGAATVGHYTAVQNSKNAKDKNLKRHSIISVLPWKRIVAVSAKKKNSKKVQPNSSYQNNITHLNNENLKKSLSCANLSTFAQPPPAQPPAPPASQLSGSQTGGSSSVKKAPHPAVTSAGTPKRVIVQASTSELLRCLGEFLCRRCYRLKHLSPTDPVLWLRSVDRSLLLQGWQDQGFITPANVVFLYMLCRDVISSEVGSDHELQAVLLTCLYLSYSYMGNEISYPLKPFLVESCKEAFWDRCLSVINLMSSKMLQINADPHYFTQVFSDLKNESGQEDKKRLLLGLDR
# * hit, by the source's call; nt = not tested or not shown. This is a random part of the collection (roughly 4.4% active in at least one column).
SMILES,HTR5A ag,cardiac RTF act,SR-BI HDL uptake,Rtt109 HAT inh,PvdQ inh,MITF act,SR-BI uptake up,Wnt act,dFosB act,CDK5 inh
COC(=O)CCC(=O)Nc1ccc2oc3c(c2c1)CCCC3,0,2,nt,-4,-10,-2,nt,2,-7,-0.6
CC(C)Cn1c(Cc2ccccc2)n[nH]c1=S,1,-3,-1,1,-6,-1,1,2,-3,-0.1
CCOC(=O)C1CCCN(C(=O)c2ccc(CS(=O)(=O)Cc3ccccc3C)o2)C1 (stereo unspecified),6,1,-9,nt,5,-5,9,-2,-8,-0.5
CCn1c(C)nc2cc(C(=O)N/N=C/c3ccccc3C)ccc21,9,-2,57,9,-10,31,-57,5,-14,0.1
COC(=O)c1cc(C(=O)Nc2ccc(Cl)cn2)cc([N+](=O)[O-])c1,-1,2,57,1,-11,3,-57,-7,0,-0.5
FC(F)Oc1ccc(-c2c[n+]3c(n2-c2ccccc2)CCCCC3)cc1,-7,-4,-9,-2,-15,nt,9,1,-2,-0.9
COc1ccc(S(=O)(=O)N2CCOCC2)cc1NC(=O)COC(=O)c1ccc([N+](=O)[O-])s1,-1,-6,-9,-1,4,-14,9,nt,-12,0.0
COC(=O)c1ccccc1NC(=O)Nc1ncccc1C,0,0,0,10,0,7,0,-2,-5,-2.7
Cc1ccc(S(=O)(=O)c2cc3ccccc3oc2=Nc2ccc3c(c2)OCCO3)cc1,0,-3,2,-4,-9,9,-2,nt,0,0.2
O=C(c1ccccc1)N1CCN(C(=O)c2ccccc2Br)CC1,4,4,24,2,-13,nt,-24,-5,-6,-1.6
O=C(NCc1ccccn1)c1cc(Br)ccc1Cl,4,6,-3,-1,7,5,3,1,2,0.9
O=C(O)c1cc(N2C(=O)CCC2=O)ccc1NCc1cccnc1,-3,5,nt,3,-22,-2,nt,0,1,-1.3

# Reformatted: entries from further up
structure: CCn1c(C)nc2cc(C(=O)N/N=C/c3ccccc3C)ccc21
  HTR5A ag = 9
  cardiac RTF act = -2
  SR-BI HDL uptake = 57
  Rtt109 HAT inh = 9
  PvdQ inh = -10
  MITF act = 31
  SR-BI uptake up = -57
  Wnt act = 5
  dFosB act = -14
  CDK5 inh = 0.1

structure: CC(C)Cn1c(Cc2ccccc2)n[nH]c1=S
  HTR5A ag = 1
  cardiac RTF act = -3
  SR-BI HDL uptake = -1
  Rtt109 HAT inh = 1
  PvdQ inh = -6
  MITF act = -1
  SR-BI uptake up = 1
  Wnt act = 2
  dFosB act = -3
  CDK5 inh = -0.1

structure: O=C(c1ccccc1)N1CCN(C(=O)c2ccccc2Br)CC1
  HTR5A ag = 4
  cardiac RTF act = 4
  SR-BI HDL uptake = 24
  Rtt109 HAT inh = 2
  PvdQ inh = -13
  MITF act = nt
  SR-BI uptake up = -24
  Wnt act = -5
  dFosB act = -6
  CDK5 inh = -1.6

# The listing continues:
SMILES,HTR5A ag,cardiac RTF act,SR-BI HDL uptake,Rtt109 HAT inh,PvdQ inh,MITF act,SR-BI uptake up,Wnt act,dFosB act,CDK5 inh
COc1cccc(C(=O)NCC2CCCN(C(=O)c3ccc(C=O)cc3)C2)c1OC (stereo unspecified),-6,-4,0,6,0,15,0,1,0,0.2
CCOC(=O)c1ccc(NC(=O)Cn2nnc3ccccc32)cc1,10,-1,-10,-3,-6,nt,10,0,-10,0.6
Cc1ccc(S(=O)(=O)NCC(=O)N(CC(=O)NC2CCCC2)CC2CCCO2)cc1 (stereo unspecified),0,-3,nt,-1,-2,7,nt,1,-12,-4.6
O=C(COC(=O)c1cccnc1SCC(=O)NCc1ccccc1)NCc1ccccc1,1,-4,-8,-6,1,-6,8,nt,1,0.9
Cc1cccc(CS(=O)(=O)Cc2ccc(C(=O)NCCN3CCCCC3C)o2)c1 (stereo unspecified),-2,7,-1,-5,-9,5,1,nt,-11,-0.4
Cc1[nH]c2ccccc2c1C=NNC(=O)c1cc(-c2cccnc2)nc2ccccc12,1,-5,12,3,0,-16,-12,0,7,0.7
Nc1ccc(C(=O)N/N=C\c2cc(N=Nc3cccc4ccccc34)ccc2O)cc1,-7,1,122*,3,-5,nt,-122,-13,4,1.2
CCCC(C(=O)Nc1ccncc1)c1ccccc1 (stereo unspecified),-2,0,-27,-5,-7,-8,27,-2,-7,0.8
COc1ccc(NC(=O)NNC(=O)c2ccc3ccccc3c2O)c(OC)c1,1,1,22,1,-20,0,-22,-3,0,-0.1
Cc1cc(C)n(CC(C)NCc2cn[nH]c2-c2ccc(C)c(C)c2)n1 (stereo unspecified),-2,-4,50,-2,-12,1,-50,-8,-6,-2.3
COc1ccc(CCNC(=O)c2ccc(OCc3c(C)noc3C)c(OC)c2)cc1,2,-7,60,-5,-8,5,-60,-2,-3,1.1
CC1(C)C(=O)Nc2ccccc2N1C(=O)COC(=O)Cc1c(F)cccc1Cl,1,-2,-8,-8,10,5,8,-3,-4,0.5
Cc1noc(C)c1C(=O)OCC(=O)NCc1ccccc1,2,0,14,-1,2,-1,-14,2,1,-0.5
Cc1ccc(S(=O)(=O)N2CCCCC2)cc1NC(=O)COC(=O)CNC(=O)c1cc(Cl)cc([N+](=O)[O-])c1,0,-1,13,6,-13,8,-13,-3,-6,-1.3
COCCN(CCOC)S(=O)(=O)c1ccc(C(=O)Nc2nnc(CSC)o2)cc1,-2,-7,-18,nt,-14,-3,18,nt,-8,-2.4
COC(=O)c1ccc(C(c2c(C)n(C)n(-c3ccccc3)c2=O)c2c(C)n(C)n(-c3ccccc3)c2=O)cc1,0,2,-11,-9,-21,-9,11,-1,-4,0.3
CCCC(=O)c1cc2c(cc1NC(=O)c1cccs1)OCCO2,6,6,14,-5,-2,-4,-14,-4,-3,1.0
COCCn1nc2cc(C(=O)NCc3cc(C(F)(F)F)cc(C(F)(F)F)c3)ccc2c1OC,4,-1,23,-12,-13,16,-23,-2,-9,-0.6
S=C(c1ccc(OCc2ccccc2)cc1)N1CCCC1,-2,-3,-7,7,8,nt,7,7,-4,26
Cc1ccc(N2C(=O)N(CC(=O)c3cc(C)ccc3C)C(=O)C2C)cc1 (stereo unspecified),2,-3,0,-1,-3,-8,0,-2,-5,-0.5
COC(=O)c1c(NC(=O)c2ccco2)sc(C(=O)N2CCCC2)c1C,-2,3,19,3,-1,0,-19,-3,-20,1.7
CCCCn1c(/N=C/c2ccc(N(C)C)cc2)nc2ccccc21,1,-5,-16,9,6,3,16,2,-13,0.2
CC(=O)Nc1cccc(Oc2cc(C#N)c(C#N)cc2N2CCCCCC2)c1,-1,2,nt,-21,-6,7,nt,nt,-9,-1.9
O=C(Nc1ccc(OC(F)(F)F)cc1)c1cnc2n(c1=O)CCS2,7,0,-7,-7,-18,7,7,9,-6,-0.4
COc1cc(NC(=O)c2cccs2)c(C(=O)OCC(=O)NCc2ccco2)cc1OC,-2,2,43,-6,-13,-1,-43,nt,-11,0.2
COc1cc(OC)c(NC(=O)c2cc(S(=O)(=O)N3CCOCC3)cn2C)cc1Cl,4,12,53,15,9,4,-53,-2,-4,0.4
CCOC(=O)C1CCCN(C2=NC(=O)/C(=C/c3ccc(OC)c(OC)c3)S2)C1 (stereo unspecified),-2,-4,9,-2,-10,11,-9,-1,-11,0.8
COc1cccc(CNC(=O)COC(=O)CN2C(=O)NC3(CCCCC3C)C2=O)c1 (stereo unspecified),1,2,-19,-9,-12,nt,19,-2,-8,-0.9
CCn1c(SCC(=O)O)nnc1-c1ccc2[nH]c(C)c(C)c2c1,-1,-5,-4,-1,-9,-6,4,-1,0,0.9
CC(C)(C)c1ccc(-c2nc(-c3ccncc3)no2)cc1,1,-4,2,3,-13,2,-2,-3,-8,-2.7
CCN(CCNC(=O)c1ccc(CSc2nc3ccncc3[nH]2)cc1)c1ccccc1,2,4,5,-2,-14,-1,-5,-2,-11,0.8
O=C1C=CC(=O)N1Cc1ccccc1,6,-2,-8,-5,-6,-15,8,0,0,-1.1
CC1CCC2(CC1)NC(=O)N(CC(=O)Nc1cccc(C#N)c1)C2=O (stereo unspecified),-3,4,12,-4,-4,2,-12,-3,10,-0.9
COc1cccc(CNCc2cc(OC)cc(OC)c2)c1,4,-3,15,-5,6,nt,-15,-1,2,-0.3
CC(C)CNC(=O)[C@H](Cc1ccccc1)NC(=O)c1cccs1,0,-3,nt,-1,-14,6,nt,-3,2,-0.6
S=C(NC1CC2CCC1C2)N1CCN(c2cccc(Cl)c2)CC1 (stereo unspecified),2,2,22,0,-8,-6,-22,0,-5,-1.7
CC(C)c1cc(C(N)=O)c(NC(=O)c2cccc(COc3ccc(Cl)cc3)c2)s1,-1,-2,25,-18,4,-13,-25,nt,4,-1.3
COc1ccccc1-c1cc(C(=O)NCCc2ccccc2)no1,0,5,24,0,-5,nt,-24,27,-10,0.6
Cc1cccc(-n2c(SCC(=O)N3CCC(C(=O)O)CC3)nc3ccccc3c2=O)c1C,1,1,nt,-3,11,-8,nt,0,4,0.6
O=C(COC(=O)c1c[nH]c2ccccc12)Nc1cccc(F)c1,-6,-3,-8,-4,6,-10,8,-5,-6,0.9
COC(=O)/C=C1/SC(=NC(=O)c2ccccc2)NC1=O,-1,-3,-28,-1,-3,7,28,-2,-8,0.1
COc1cccc(N=Cc2c[nH][nH]c2=O)c1,1,3,-1,8,-1,nt,1,6,-3,-0.5
Cc1ccc(-n2nnnc2C(=Cc2ccc(N(C)C)cc2)c2nnnn2-c2ccc(C)cc2)cc1,3,16,-16,4,-6,6,16,4,-12,1.4
COc1ccc2oc(=O)cc(CN(C)Cc3ccccc3)c2c1,4,2,26,9,1,-13,-26,-1,-11,0.7
O=C(c1ccc(Br)cc1)c1sc(N2CCOCC2)nc1-c1ccccc1,-2,-3,5,-13,1,0,-5,-1,4,-1.7
Fc1cccc(/C=N/N=C/c2cccc(F)c2)c1,-4,1,10,nt,7,41,-10,6,1,0.7
NS(=O)(=O)c1ccc(CCNC(=O)CSc2nc3ccccc3c(=O)n2CCC(=O)N2CCCCC2)cc1,7,-4,-47,4,5,6,47,-2,-3,-1.5
CCCC(=O)Nc1nnc(-c2ccc(Cl)s2)o1,9,-1,nt,-11,-8,7,nt,-2,-1,-0.8
O=C(CCN1C(=O)c2ccc(Br)cc2C1=O)NC1CCCCC1,0,1,-10,0,4,14,10,2,-3,0.1
CCCC(=O)c1c[nH]c(C(=O)NCc2ccco2)c1,1,1,2,1,-17,nt,-2,-1,-1,0.9
O=S(=O)(c1ccccc1)c1nc(-c2ccco2)oc1NCc1cccnc1,4,-7,3,0,11,8,-3,2,-1,3.1
O=C(NN=Cc1c(O)ccc2ccccc12)C1CC1,-1,-5,32,-2,12,-48,-32,-2,-5,-0.3
CSCc1ccc(C(=O)Nc2cccc(C)c2C)cc1,1,-1,7,-2,3,112*,-7,34*,-4,-2.1
O=C(Cn1c(=O)oc2cc(S(=O)(=O)N3CCCC3)ccc21)N1CCc2ccccc2C1,-5,16,44,7,5,-9,-44,-2,1,2.1
C=CCOc1ccc(CNn2c(C)n[nH]c2=S)cc1OC,2,-1,2,12,-12,22,-2,nt,5,0.3
CCOc1ncccc1C(=O)OCC(=O)c1cc(C)n(Cc2ccco2)c1C,-2,0,26,0,-11,41,-26,46*,-11,0.0
O=C(NC(=O)c1ccc(F)cc1F)Nc1ccc(Cl)cc1,2,0,15,0,5,64,-15,33*,11,0.9
O=C(Oc1nsnc1N1CCOCC1)N1CCCC1,0,-6,0,-5,-9,nt,0,-6,-2,-2.6
